TEAD-YAP inh: TEAD-YAP interaction inhibition; HEK-TIYL cells, TEAD-Gal4/YAP UAS-luciferase luminescence; inhibition, % at 9.12 µM; 640,000 compounds, 1.4% hits; AID 1259422; in the data active = inhibition above about 32%;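 note: 0% = median of test compound wells and 100% = reference inhibitor wells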
GPR151 ag: activates the human receptor GPR151 | Q8TDV0 | PathHunter beta-arrestin GPR151 cells, luminescence | activation, % at 11.2 µM | 650,000 compounds, 1% hits; in the data active = activation above about 4.9%;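 note: 0% = median of compound wells and 100% = cells with positive control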
Target sequence (Q8TDV0 whole entry, looked up): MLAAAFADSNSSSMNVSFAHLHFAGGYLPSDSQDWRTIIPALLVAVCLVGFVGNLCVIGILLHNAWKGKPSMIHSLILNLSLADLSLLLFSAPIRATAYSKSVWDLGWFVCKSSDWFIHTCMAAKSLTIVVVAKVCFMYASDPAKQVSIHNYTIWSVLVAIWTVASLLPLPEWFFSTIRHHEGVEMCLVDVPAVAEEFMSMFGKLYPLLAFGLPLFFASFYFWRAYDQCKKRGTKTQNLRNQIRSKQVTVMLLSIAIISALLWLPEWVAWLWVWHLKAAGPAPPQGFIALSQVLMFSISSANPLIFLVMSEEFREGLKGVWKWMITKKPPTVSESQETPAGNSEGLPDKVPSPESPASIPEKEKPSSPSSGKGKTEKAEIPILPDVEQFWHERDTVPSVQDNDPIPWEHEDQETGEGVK
MITF primary: inhibitors of human MITF. O75030. AlphaScreen MITF homodimerization, bead proximity signal. inhibition, % at 2.6 µM. 650,000 compounds, 0.91% hits. AID 1259374; in the data active = inhibition above about 50%;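 note: 0% = vehicle wells with protein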
Target sequence (O75030 whole entry, looked up): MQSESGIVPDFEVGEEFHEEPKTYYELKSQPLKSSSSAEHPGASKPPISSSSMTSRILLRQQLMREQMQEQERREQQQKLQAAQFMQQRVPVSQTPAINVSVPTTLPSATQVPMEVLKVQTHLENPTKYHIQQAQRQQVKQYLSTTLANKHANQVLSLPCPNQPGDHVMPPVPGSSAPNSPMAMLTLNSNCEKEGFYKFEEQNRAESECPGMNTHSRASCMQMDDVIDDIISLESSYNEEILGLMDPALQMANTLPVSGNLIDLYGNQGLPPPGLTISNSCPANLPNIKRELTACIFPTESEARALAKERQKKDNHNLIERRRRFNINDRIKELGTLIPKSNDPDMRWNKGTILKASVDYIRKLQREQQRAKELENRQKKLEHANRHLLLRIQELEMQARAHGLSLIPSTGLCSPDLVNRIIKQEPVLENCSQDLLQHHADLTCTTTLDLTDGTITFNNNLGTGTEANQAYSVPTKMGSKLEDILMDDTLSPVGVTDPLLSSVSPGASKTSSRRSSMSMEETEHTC
FBW7 activator: human FBW7 E3 ligase activation, primary screen; Q969H0; 650,000 compounds, 0.13% hits; AID 1259310; normalized activity (activation), % at 26.1 µM; AlphaScreen FBW7–phospho-cyclin E peptide binding, activator screen; in the data active = normalized activity above about 1.9%;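 note: purified mutant Fbw7 with reduced substrate affinity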
Active calls of the source: *; · = no result given. Compounds were not picked by outcome, and some 3.4% of all compounds hit somewhere here.

Values run as follows: TEAD-YAP inh	GPR151 ag	MITF primary	FBW7 activator
- Nc1c(C(=O)c2ccccc2)sc2c1c(=O)[nH]c(=O)n2-c1ccccc1
  7.2	-1.1	-9.9	-0.1
- CCOc1ccc(C(=O)COC(=O)Cc2cccs2)cc1
  1.7	-0.1	-0.5	-0.2
- O=C(c1ccco1)N1N=C(c2ccccc2O)CC1c1ccc(F)cc1 (configuration not stated)
  2.5	-0.3	-9.7	0.1
- COc1ccc(C(=O)Nc2nc3c(cc4c5c(cccc53)CC4)s2)cc1OC
  -3.1	-0.6	17.4	2.0*
- COc1cccc(C2(NC(=O)c3cccc(N4CCCCS4(=O)=O)c3)CCCC2)c1
  4.5	-0.4	-0.3	0.0
- COc1cc(OC)c(C(=O)OCC(=O)Nc2ccc(F)cc2[N+](=O)[O-])cc1OC
  10.5	1.5	-13.2	-0.3
- COc1ccc(OC)c(NC(=O)Nc2cccc(NC(C)=O)c2)c1
  -3.1	-1.2	-8.0	0.1
- COc1ccc(CCNc2nc(-c3ccc(C(N)=O)cc3)nc3c2ncn3CCN2CCCC2=O)cc1
  13.1	0.4	13.3	0.1
- CCOc1ccc(N(CC(=O)Nc2cc(OC)ccc2OC)S(C)(=O)=O)cc1
  11.7	-1.0	13.2	0.2
- NC(=O)Cn1nc2c3c(cccc3c1=O)-c1ccccc1-2
  -42.1	0.4	7.3	-0.1
- O=C(CCCCn1c(=O)[nH]c2ccsc2c1=O)N1CCN(Cc2ccccc2)CC1
  9.3	0.3	-11.0	0.0
- COc1ccc(C(=O)Oc2coc(CSc3nccc(C)n3)cc2=O)cc1
  0.1	-0.5	9.9	0.0
- COc1ccc(-c2nc(NCCN3CCOCC3)c3[nH]cnc3n2)cc1
  -14.0	-0.6	16.4	0.2
- Cc1ccc(C2CC(C(F)(F)F)n3ncc(C(=O)Nc4cccc(C)c4Cl)c3N2)cc1 (configuration not stated)
  -6.0	0.3	7.2	0.0
- Cc1ccc2nc(Nc3cccc(F)c3)c3nncn3c2c1
  2.1	-0.7	-8.3	-0.1
- COc1cccc(CN2CCc3nnc(CCNC(=O)c4ccoc4)n3CC2)c1
  5.2	0.4	4.9	0.0
- CCCCc1nc2c(c3c1C[C@H](C)OC3)CN(S(=O)(=O)c1ccc(NC(C)=O)cc1)CC2
  ·	-1.0	-1.9	0.2
- OCCOCCOc1ccc(Br)cc1OCCOCCO
  1.8	-0.7	-5.5	0.0
- CCOc1ccc(N2C(=O)CC(SCCC(=O)Nc3ccc(C)cc3)C2=O)cc1 (configuration not stated)
  -4.8	1.2	-4.2	0.1
- Cc1c(C(=O)N2CCC(C)CC2)sc2ncn(Cc3cccc(F)c3)c(=O)c12
  7.3	0.7	0.7	0.0
- CCOC(=O)c1c(C)n(-c2ccc(OC)cc2)c2c1cc(O)c1ccccc12
  2.0	-1.0	-3.9	0.0
- CCCCNC(=O)c1ccc2c(c1)N(Cc1ccc(C)cc1)C(=O)CS2
  -7.8	-1.9	4.5	-0.1
- Cc1cc(C)c2nc3s/c(=C/c4cccc(Br)c4)c(=O)n3c2c1
  -1.9	-1.5	3.5	0.1
- CC(=O)NC1C(OC(=O)c2ccccc2)OC(COC(C)=O)C(OC(C)=O)C1OC(C)=O (configuration not stated)
  3.2	-1.5	-5.5	0.8
- COC(=O)c1ccc(OC(=O)N2CCOCC2)cc1
  -32.5	-0.1	-13.7	-0.2
- NC(=O)c1ccc(-c2nc3ncnc(NCc4cccc(C(F)(F)F)c4)c3[nH]2)cc1
  20.1	1.8	7.5	0.0
- CN(C)c1ccnc2sc3c(=O)n(Cc4ccccc4)cnc3c12
  26.4	1.1	-3.6	0.0
- Cc1c(C(=O)Nc2cc(F)ccc2F)sc2nc3n(c(=O)c12)CCCCC3
  -22.6	0.0	-8.7	-0.2
- CCCN(CCC)CCCNC(=O)c1ccc(N2CCCC2=O)cc1
  -6.2	-1.3	-13.8	-0.2
- COc1ccccc1NC(=O)C1CC(=O)N(C)C(=Nc2ccc(Cl)cc2)S1 (configuration not stated)
  -2.6	0.2	16.2	0.3

Carrying on:
Values run as follows: TEAD-YAP inh	GPR151 ag	MITF primary	FBW7 activator
- Cc1ccnc(NS(=O)(=O)Cc2ccccc2)c1
  -14.5	-1.6	0.0	0.0
- Cc1cc(C)cc(NC(=S)N(Cc2cccs2)C2CCCCC2)c1
  -0.4	0.2	-4.3	0.0
- Cc1ccc(/C(O)=C2/C(=O)C(=O)N(CCCC(=O)O)C2c2ccc(Cl)cc2Cl)cc1 (configuration not stated)
  11.7	-1.3	12.5	0.0
- CCc1nnc(N2C(=O)Nc3ccccc3N2O)s1
  0.5	-0.4	14.3	0.2
- CC(=O)NC(=O)Nc1sc(=S)n(C)c1C
  4.2	3.1	9.6	0.0
- COc1cccc(N2C(=O)/C(=C/c3ccc([N+](=O)[O-])cc3)C=C2c2ccccc2)c1
  1.3	0.1	9.2	-0.4
- Cc1cnc(-n2ncc(C(=O)N(C)CCO)c2C2CC2)nc1-c1cccs1
  -4.8	2.7	13.1	1.1
- O=c1c2oc3ccccc3c2nc(SCc2nc(-c3ccccc3)no2)n1CC1CCCO1 (configuration not stated)
  1.0	-0.1	-14.9	0.1
- Cc1ccc(C2=N/C(=C\c3ccccc3F)C(=O)O2)cc1[N+](=O)[O-]
  -3.6	2.7	2.3	0.1
- CCOC(=O)c1cnc2ccccc2c1Nc1ccccc1OC
  -4.9	-0.2	-3.2	0.1
- Cc1cc(O)c(C2=NCCSC(c3cc([N+](=O)[O-])ccc3O)C2)c(=O)o1 (configuration not stated)
  -4.1	-0.5	-0.1	0.0
- O=C(NCCc1nnc2n1CCN(CC1CC=CCC1)CC2)C1CCC1 (configuration not stated)
  3.0	-0.3	-2.5	-0.1
- CN1CCCN(C(=O)C2CC23CCN(Cc2ccc(-c4ccco4)cc2)CC3)CC1 (configuration not stated)
  -23.6	-1.3	4.3	-0.1
- COc1ccc(OC)c(C2C(C#N)=C(N)Oc3n[nH]c(-c4ccc5ccccc5c4)c32)c1 (configuration not stated)
  2.2	0.8	-2.8	-0.6
- CCOC(=O)C1CN(c2ccc([N+](=O)[O-])cc2[N+](=O)[O-])C1
  55.3*	0.6	-10.3	-0.2
- O=S(=O)(c1ccc(C2Nc3ccccc3C3C=CCC32)cc1)N1CCOCC1 (configuration not stated)
  -1.7	1.7	-2.3	0.1
- O=C1[C@@H]2C[C@H](NCc3ccc(Cl)s3)CN2C(=O)[C@@H]2CCCN12
  -10.2	-0.3	1.1	-0.1
- CS(=O)(=O)Nc1ccccc1C(=O)NCc1ccc2c(c1)OCO2
  -1.4	-1.1	14.4	0.5
- Cc1ccc(OCCCCn2cnc3ccccc3c2=O)cc1
  2.4	5.5*	9.8	0.1
- COCCOC(=O)c1ccc(NC(=O)c2ccc(-c3ccccc3)cc2)cc1
  -13.7	-0.2	16.1	0.3
- O=S(=O)(CCc1nnc(-c2ccncc2)o1)c1ccc(Cl)cc1
  2.6	-0.2	6.3	0.1
- CCOC(=O)CNC(=O)c1ccc(Cl)cc1[N+](=O)[O-]
  -4.2	0.4	-21.3	-0.1
- O=C(O)c1cccc(Nc2nc(N3CCCC3)nc(N3CCCC3)n2)c1
  7.6	-1.1	0.8	-0.1
- O=C(CCCCCn1c(SCc2ccccc2Cl)nc2cc3c(cc2c1=O)OCO3)NCc1ccc2c(c1)OCO2
  2.0	2.0	-7.1	-0.2
- Cc1ccc2c(c1)cc(CN(Cc1ccc3c(c1)OCO3)C(=O)C(F)(F)F)c1nnnn12
  11.4	0.0	3.3	0.5
- CC1=C(C(=O)OCCOc2ccccc2)C(c2ccccc2Cl)C2=C(CC(c3ccccc3)CC2=O)N1 (configuration not stated)
  9.4	0.7	-15.8	0.1
- CC(=O)Nc1cccc2c1sc1nc3n(c(=O)c12)CCCCC3
  -6.8	-0.3	25.5	0.2
- CCOC(=O)c1ccc(CN(C(=S)Nc2ccc(Cl)c(C)c2)C(CC(C)C)C(=O)O)cc1 (configuration not stated)
  6.5	-0.7	-2.2	-0.1
- COc1ccc(OC)c(CN(C)C2CCN(C)CC2)c1
  4.8	0.7	27.7	0.0
- Cc1cc(C)cc(Nc2c(-c3ccccc3)c(=O)c2=O)c1
  -4.5	-0.3	-3.4	-0.1

An excerpt of these results, as labelled records:
CC1=C(C(=O)OCCOc2ccccc2)C(c2ccccc2Cl)C2=C(CC(c3ccccc3)CC2=O)N1 (configuration not stated)
- TEAD-YAP inh: 9.4
- GPR151 ag: 0.7
- MITF primary: -15.8
- FBW7 activator: 0.1
CC(=O)Nc1cccc2c1sc1nc3n(c(=O)c12)CCCCC3
- TEAD-YAP inh: -6.8
- GPR151 ag: -0.3
- MITF primary: 25.5
- FBW7 activator: 0.2

Further compounds follow:
Values run as follows: TEAD-YAP inh	GPR151 ag	MITF primary	FBW7 activator
- O=C(CSc1cn(Cc2cccc(F)c2)c2ccccc12)NC1CCCCC1
  10.2	0.5	5.3	0.0
- Cc1cccn2c(=O)c3cc(C#N)c(=O)n(-c4cccc(Cl)c4)c3nc12
  11.3	0.4	-1.0	0.1
- Cc1nnc(NC(=O)c2oc3c(ccc4ccccc43)c2C)s1
  -2.4	-0.7	-11.6	0.0
- CCc1ccc(C(=O)Nn2c(-c3ccc(C)cc3)nc3ccccc3c2=O)cc1
  0.4	0.3	-6.8	-0.1
- Cc1ccc(CNC(=O)COc2ccc(C)c(C)c2)cc1
  -2.8	1.6	-8.4	0.2
- O=C(NC(=S)Nc1ccc2oc(-c3ccccc3F)nc2c1)c1cc2ccccc2o1
  -16.0	1.5	13.0	0.2
- CCOC(=O)c1c(CN2CCN(c3ccccc3)CC2)oc2ccc(O)cc12
  2.2	1.3	0.3	0.0
- CC1(C)CC(=O)C2=C(C1)N(c1ccc(F)cc1)C(N)=C(C#N)C2c1cc(Br)cs1 (configuration not stated)
  -7.7	0.5	1.5	0.3
- CC(C)CNC(=O)C1(c2ccccc2)CCCC1
  -1.5	1.7	21.4	0.0
- CCOC(=O)CNC(=O)c1ccccc1SCC
  -1.2	2.1	-4.7	0.1
- CCN(CC)C(=O)c1sc(NC(=O)c2cccc(C)c2)c(C#N)c1C
  3.7	0.3	-7.5	0.0
- COc1ccc(C2=NC(c3ccc(Cl)cc3)NC(c3cc(Cl)ccc3O)C2)cc1 (configuration not stated)
  -17.7	1.5	5.6	0.1
- O=S(=O)(c1cccc(F)c1)N1CCN(c2ccc(-c3ccncc3)nn2)CC1
  -5.7	3.1	6.1	-0.1
- COc1ccc(C(=O)COc2ccccc2OC)cc1
  -26.3	-1.2	-8.6	-0.1
- O=C(NCCc1ccc(F)cc1)C1c2ccccc2Oc2ccccc21
  6.1	0.9	-15.8	-0.2
- CC(/C=C1\N=C(c2ccc(I)cc2)OC1=O)=C\c1ccc2c(c1)OCO2
  4.3	1.2	9.4	0.0
- O=c1[nH]nc(SCc2cccc(Oc3ccccc3)c2)c(=O)[nH]1
  1.9	0.4	-2.6	-0.3
- COc1ccc(OCC(=O)N/N=C/c2cn(C)c3ccccc23)c(Br)c1
  0.0	-1.1	7.6	-0.1
- Cc1cc(N2CC34C=CC(O3)C(C(=O)O)C4C2=O)no1 (configuration not stated)
  -8.8	2.3	-6.7	0.1
- COc1cc(-c2cc3cc([N+](=O)[O-])ccc3oc2=O)c([N+](=O)[O-])cc1OC
  -2.0	-0.9	-9.6	-0.3
- O=c1oc2ccccc2cc1-c1csc(-c2ccccc2Cl)n1
  8.2	0.9	11.9	0.0
- CCOC(=O)c1c(NC(=O)c2cc(OC)c(OC)c(OC)c2)sc2ccccc12
  -1.7	0.0	7.8	0.0
- CC1=C(C(=O)Nc2cccc(F)c2)C(c2ccccn2)C2=C(CC(c3ccccc3)CC2=O)N1 (configuration not stated)
  -7.3	0.7	-7.0	0.1
- COc1ccc2[nH]c(=O)c(CN(Cc3ccccc3Cl)C(C)=O)cc2c1
  0.8	-0.1	1.0	-0.1
- Cc1c(C(=O)N2CCN(C(=O)c3ccco3)CC2)cccc1[N+](=O)[O-]
  3.2	0.1	-2.3	0.1
- COc1cccc(OC)c1C(=O)N1CCN(S(=O)(=O)c2ccccc2)CC1
  -2.1	0.1	10.2	-0.1
- N#Cc1cc([N+](=O)[O-])ccc1NCCOCCO
  0.8	-1.4	2.8	0.2
- CCCNC(=O)Cn1nc(C(F)(F)F)cc1C
  9.6	-0.3	2.6	0.0
- O=C(O)C(Sc1ccncn1)c1ccccc1 (configuration not stated)
  -6.2	1.7	-5.0	0.0
- Cc1sc2ncnc(Sc3nnc(N)s3)c2c1C
  36.7*	1.2	-0.1	-0.1

(cont.)
Values run as follows: TEAD-YAP inh	GPR151 ag	MITF primary	FBW7 activator
- CNC(=O)Nc1ccc(-n2c(C(F)(F)F)nc3cc(C(F)(F)F)cnc32)cc1
  8.0	-0.5	7.5	-0.1
- COc1ccc(OC)c(N(Cc2nnc3n2CCCCC3)C(=O)Nc2ccccc2)c1
  -1.7	-0.6	-2.9	-0.3
- NC1=NC(=O)/C(=C\c2cccc(Oc3ccc([N+](=O)[O-])cc3[N+](=O)[O-])c2)S1
  2.9	-1.0	11.8	0.4
- COc1ccc(CN2CCN(C(=O)CC(C)C)CC2)c(OC)c1OC
  7.4	-0.2	39.9	0.0

Three compounds from above, ordered by SMILES length, high to low.
Values run as follows: TEAD-YAP inh	GPR151 ag	MITF primary	FBW7 activator
- COc1cc(-c2cc3cc([N+](=O)[O-])ccc3oc2=O)c([N+](=O)[O-])cc1OC
  -2.0	-0.9	-9.6	-0.3
- COc1ccc(OC)c(N(Cc2nnc3n2CCCCC3)C(=O)Nc2ccccc2)c1
  -1.7	-0.6	-2.9	-0.3
- CC(C)CNC(=O)C1(c2ccccc2)CCCC1
  -1.5	1.7	21.4	0.0

Compound activity as filed in PubChem.
